Screening data: PubChem, several laboratories
Anthrax LF prot: inhibitors of Bacillus anthracis lethal factor protease. AID 588501. hit rate 0.12% among 360,000. multiplex microsphere protease cleavage assay, LF. inhibition, % at 10 µM. P15917; also: plate controls were buffer without enzyme for full effect and enzyme alone for no effect
Target sequence (P15917 whole entry, looked up): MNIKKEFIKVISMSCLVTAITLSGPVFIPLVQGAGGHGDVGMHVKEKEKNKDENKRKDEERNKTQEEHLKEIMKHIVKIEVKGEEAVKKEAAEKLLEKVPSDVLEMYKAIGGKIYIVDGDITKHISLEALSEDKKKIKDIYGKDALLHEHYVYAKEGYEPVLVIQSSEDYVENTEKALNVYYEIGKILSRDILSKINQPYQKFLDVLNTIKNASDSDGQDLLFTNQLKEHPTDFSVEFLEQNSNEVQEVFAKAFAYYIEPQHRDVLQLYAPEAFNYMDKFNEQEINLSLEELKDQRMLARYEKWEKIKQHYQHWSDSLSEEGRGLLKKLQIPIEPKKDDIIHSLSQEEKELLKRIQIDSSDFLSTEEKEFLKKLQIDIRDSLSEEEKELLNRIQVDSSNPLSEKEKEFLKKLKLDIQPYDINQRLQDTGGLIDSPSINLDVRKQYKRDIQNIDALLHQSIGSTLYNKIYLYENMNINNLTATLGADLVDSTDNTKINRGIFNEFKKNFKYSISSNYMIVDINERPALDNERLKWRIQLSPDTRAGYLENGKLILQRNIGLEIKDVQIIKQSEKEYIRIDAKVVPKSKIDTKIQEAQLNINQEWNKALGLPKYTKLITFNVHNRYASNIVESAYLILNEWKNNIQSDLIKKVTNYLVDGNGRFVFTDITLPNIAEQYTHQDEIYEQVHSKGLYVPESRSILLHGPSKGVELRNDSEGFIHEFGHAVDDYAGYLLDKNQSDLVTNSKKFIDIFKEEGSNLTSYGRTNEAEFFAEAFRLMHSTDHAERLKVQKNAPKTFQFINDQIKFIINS
Yp Topo-I inh: inhibitors of Yersinia pestis topoisomerase I. hit rate 0.064% among 360,000. Y. pestis Topo-I cleavage product accumulation, plate reader. activity, % at 10 µM; in the data active = activity above about 50%, passing the limit was not always enough; inconclusive = no clear call, values can overlap the other calls; also: inactives centre near 2
TcdB GH inh: inhibitors of Clostridioides difficile toxin B glycohydrolase. AID 652162. inhibition, % at 9.99 µM. hit rate 0.24% among 350,000. TcdB glycohydrolase enzymatic assay, plate reader. P18177; in the data active = inhibition above about 10%
BoNT-A LC inh2: BoNT A light chain protease inhibition | multiplex microsphere protease substrate cleavage, flow cytometry | inhibition, % at 10 µM | hit rate 0.17% among 360,000 | AID 588499; also: plate controls were buffer without enzyme for full effect and enzyme alone for no effect
SSB-PriA inh: blocks PriA binding to SSB C-terminal tail. AlphaScreen SSBct-PriA binding, biotinylated peptide. inhibition, % at 33 µM. hit rate 0.6% among 430,000. AID 1272365; in the data active = inhibition mostly above about 37%, no sharp cut-off; inactive = mostly below about 20%;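 also: plate controls were negative control peptide for no effect and reference peptide for full effect; strong numbers were not always called active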
SARS 3CLpro inh: SARS-CoV 3CLpro protease inhibition; P0C6X7; recombinant SARS-CoV 3CLpro, quenched FRET peptide cleavage; inhibition, % at 6 µM; hit rate 0.14% among 290,000; AID 1706; in the data active = inhibition above about 12%
Vc quorum ag: inducers of Vibrio cholerae quorum light production without autoinducers | AID 588436 | hit rate 0.16% among 350,000 | activation, % at 18.7 µM | V. cholerae BH1578 lux reporter, luminescence, 6 h; in the data active = activation mostly above about 9.7%, no sharp cut-off; inconclusive = no clear call, values can overlap the other calls; inactive = mostly below about 3.7%; also: not every result past the cut was called active; inactives centre near 0; reference of the scale not given here
PfHsp40 rescue: compounds rescuing yeast from Plasmodium falciparum HSP40 toxicity | S. cerevisiae expressing PfHsp40, growth rescue, ATP luminescence | growth rescue, % at 12.5 µM | hit rate 0.68% among 340,000 | AID 504582; in the data active = growth rescue above about 28%, passing the limit was not always enough; inconclusive = no clear call, values can overlap the other calls;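 also: yeast W303a lacking pdr1 and pdr3 grown in galactose medium; growth measured after three days at 30 °C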
PrPC TRFRET: cell surface PrPC inhibition, primary TR-FRET screen. P04156. TR-FRET read-out. inhibition, % at 13.8 µM. hit rate 0.43% among 370,000. AID 720596; in the data active = inhibition above about 24%; also: 0% = median of the test wells and 100% = reference compound wells
Active calls of the source: *; i = inactive; ? = inconclusive; . = no result given; & = joins results of further samples. Rule as the data show it, unless noted: active = inhibition above about 30%; inconclusive = no clear call, values can overlap the other calls; inactive = below that. A portion of the library; rates above refer to the full screens.

SMILES	Anthrax LF prot	Yp Topo-I inh	TcdB GH inh	BoNT-A LC inh2	SSB-PriA inh	SARS 3CLpro inh	Vc quorum ag	PfHsp40 rescue	PrPC TRFRET
O=S(=O)(c1ccc(F)cc1)N1CCN(c2ccc(F)cc2)CC1	3.3	14.8	0.2	3.3	-21.5	-1.2	-0.6	8.0	9.9
O=C(N[C@@H](Cc1c[nH]c2ccccc12)C(=O)O)C1CCN(S(=O)(=O)c2cccs2)CC1	-8.3	-4.8	10.5*	-2.2	2.1	2.7	-1.9	-2.5	4.6
Cc1cc(C)cc(NC(=O)CCN2CCCC2)c1	-8.4	-0.9	1.4	-0.6	4.0	6.0	-0.3	-1.5	-3.7
O=C(COC(=O)C1CCN(S(=O)(=O)c2ccc3c(c2)OCCO3)CC1)NC1CCS(=O)(=O)C1 (stereo not given)	-8.6	1.7	2.3	-25.1	2.6	.	i	-0.5	-3.5
OC(c1ccc2ccccc2c1)c1ncc(-c2ccc(C(F)(F)F)cc2)[nH]1 (stereo not given)	-0.8	-12.2	0.4	-0.5	.	.	-3.3	.	2.6
c1ccc(-c2nnc3n2CCCC3)cc1	-0.2	-7.3	.	1.9	-2.3	-1.5	1.7	-0.6	-4.3
COC(=O)c1cccc(NC(=O)c2ccc(S(=O)(=O)N3CCN(C)CC3)cc2)c1	-0.4	-3.4	.	-4.4	-1.3	-0.6	3.0	0.9	3.9
CCCCN(Cc1nc2ccccc2c(=O)[nH]1)C(=O)CN1C(=O)NC2(CCCCC2)C1=O	-1.0	4.6	-0.2	-0.1	-8.5	.	109.9*	?	-7.3
CSc1nnc(C2CCNCC2)n1C	4.9	6.5	.	0.7	-14.2	0.2	7.1	-0.4	5.3
O=C(c1ccccn1)N1CCCC(N2CCN(c3cccc(C(F)(F)F)c3)CC2)C1 (stereo not given)	-0.3	-4.6	-4.2	-2.1	-5.0	-5.6	-0.3	-0.2	9.4
CCCn1c2ccccc2c2nnc(SCC(=O)Nc3ncccn3)nc21	-0.3	-8.6	.	0.2	-10.9	0.8	-0.3	0.0	-11.4
Cc1ccn2c(NCc3ccccc3)c(-c3cccs3)nc2c1	-2.2	-11.5	0.0	-0.6	15.8	-0.6	0.4	0.3	-0.5
O=C(NC(=S)NC1CCS(=O)(=O)C1)c1cccc([N+](=O)[O-])c1 (stereo not given)	-2.4	-2.8	0.3	-0.4	-6.3	6.5	3.6	1.2	-17.9
COc1ccc(-c2nn(-c3ccccc3)cc2/C=C/C(=O)OCC(=O)Nc2cccc(C#N)c2)cc1	-1.4	-7.5	.	0.2	-4.7	-2.8	-0.2	-1.1	-3.8
Nc1nnn(CC(=O)N/N=C/c2ccc(Cl)cc2Cl)n1	4.0	-7.9	0.5	-2.5	i	3.8	-0.4	-0.7	-5.5
CCOC(=O)c1ccc(N[C@@H]2CCN3C(=O)c4ccccc4[C@@H]3C[C@H]2O)cc1	-2.5	-5.1	0.1	-0.4	-25.9	.	1.1	0.1	12.6
CC(C)(C)c1ccc(OCC(=O)NC2CCS(=O)(=O)C2)cc1 (stereo not given)	2.2	-1.0	.	?	-11.1	0.6	-0.5	-0.2	-1.5
COc1ccc(-c2nc3c4ccccc4[nH]c(=O)n3n2)cc1	-4.8	6.3	.	-1.1	-22.0	-4.0	-0.3	0.6	4.5
COc1cccc(NC(=O)C2C3CC4OC(=O)C2C4C3)c1 (stereo not given)	-1.1	-1.9	.	-0.1	-15.9	0.7	i	1.0	-2.2
CNC(=O)c1c(NC(=O)c2ccc(N3C(=O)CCC3=O)cc2)sc2c1CCCC2	0.7	10.0	2.6	0.6	2.6	2.5	-0.2	-2.3	-14.6
c1ccc(NN(Cc2ccncc2)c2ccccc2)cc1	-5.7	21.9	-7.9	-0.3	.	.	5.0	.	6.2
CCOc1ccc(NC(=O)Cn2nnc(-c3ccccc3NC(=O)C3CC3)n2)cc1	1.5	1.4	.	0.3	-22.2	-0.6	i	0.8	-3.7
O=C(CCNC(=O)N1CC(=O)Nc2ccccc21)NCc1ccccc1Cl	-3.0	-0.8	-3.0	0.5	.	.	-0.3	.	-1.6
O=C(CCN1CCN(CCO)CC1)Nc1ccc(OCc2ccccc2)cc1	3.2	0.2	.	1.9	-11.6	-1.6	i	0.2	-3.2

Look-ups from above.
O=C(CCNC(=O)N1CC(=O)Nc2ccccc21)NCc1ccccc1Cl in BoNT-A LC inh2 is listed with 0.5
CC(C)(C)c1ccc(OCC(=O)NC2CCS(=O)(=O)C2)cc1 (stereo not given) in PrPC TRFRET is listed with -1.5

(cont.)
SMILES	Anthrax LF prot	Yp Topo-I inh	TcdB GH inh	BoNT-A LC inh2	SSB-PriA inh	SARS 3CLpro inh	Vc quorum ag	PfHsp40 rescue	PrPC TRFRET
Cc1cc(Cl)ccc1NC(=O)CCC(=O)N/N=C/c1cc([N+](=O)[O-])ccc1O	-0.7	-3.3	0.2	-1.0	.	-9.5	-1.1	0.9	-6.5
Cc1cc(C)n2nc(SCC(=O)N(C)c3ccccc3)nc2n1	-3.7	3.2	.	-0.1	-9.4	3.9	-14.8	-1.4	-3.5
CN1OC[C@@H]2CN(S(=O)(=O)c3cc(Cl)cc(Cl)c3)[C@H](c3ccc(-c4ccc(C#N)cc4)cc3)C[C@@H]21	-0.6	.	-0.3	0.6	.	.	.	.	-3.5
N#CCCNS(=O)(=O)c1ccc(C(=O)OCC2CCCCC2)cc1	0.4	33.8	-0.8	-1.9	-13.9	-7.2	-0.3	0.8	4.3
CCc1nc2c(OCCOC)cccn2c1N(C)C(=O)c1ccc(C)cc1	1.5	-5.4	0.4	0.2	.	.	-0.6	.	-4.3
CCc1ccc([C@@H]2C[C@H]3[C@@H](CN2S(=O)(=O)c2ccc(C)cc2)C(=O)C[C@@H](c2ccc(C)cc2)N3S(=O)(=O)c2ccc(C)cc2)cc1	4.2	8.6	1.4	-0.2	.	.	-0.4	.	-1.4
C/C(=N/NC(=O)c1ccc(Br)o1)c1ccncc1	4.2	3.8	.	0.5	.	4.0	-0.6	-0.8	4.7
CC(C)(C)c1ccc(Oc2ccc(NC(=O)c3ccccc3C(=O)O)cn2)cc1	?	2.9	0.4	-4.4	1.2	-1.8	-0.4	.	-0.6
CCOC(=O)CN1N=C(c2ccc(Cl)s2)CSC1=O	-0.7	2.6	1.5	-1.0	-11.1	1.4	-0.3	-0.7	6.1
COc1ccc(C)cc1CN(C)c1ccc(S(=O)(=O)N2CCN(C)CC2)cn1	0.6	18.2	1.0	-1.8	1.3	.	0.7	-0.7	-9.8
Cc1ccccc1CCN(C(=O)c1csnn1)C(C(=O)NC1CCCC1)c1ccco1 (stereo not given)	5.3	19.6	1.8	-0.5	-17.1	-0.2	i	-0.3	5.6
O=C(Nc1ccc(N2CCN(C(=O)c3ccccc3F)CC2)cc1)c1cncc(Br)c1	-0.4	21.9	1.3	-0.8	10.6	3.2	i	-0.7	5.8

A portion from the list above, for reference:
SMILES	Anthrax LF prot	Yp Topo-I inh	TcdB GH inh	BoNT-A LC inh2	SSB-PriA inh	SARS 3CLpro inh	Vc quorum ag	PfHsp40 rescue	PrPC TRFRET
CCOC(=O)CN1N=C(c2ccc(Cl)s2)CSC1=O	-0.7	2.6	1.5	-1.0	-11.1	1.4	-0.3	-0.7	6.1
COc1ccc(C)cc1CN(C)c1ccc(S(=O)(=O)N2CCN(C)CC2)cn1	0.6	18.2	1.0	-1.8	1.3	.	0.7	-0.7	-9.8

Going on with the list.
SMILES	Anthrax LF prot	Yp Topo-I inh	TcdB GH inh	BoNT-A LC inh2	SSB-PriA inh	SARS 3CLpro inh	Vc quorum ag	PfHsp40 rescue	PrPC TRFRET
CCN(C(=O)COC(=O)c1ccccc1SCC(=O)N1CCCC1)C1CCS(=O)(=O)C1 (stereo not given)	.	5.8	1.3	.	-18.2	.	-0.3	-0.6	-0.3
COC(=O)c1sccc1NC(=O)Nc1ccc(C)cc1C	-11.3	1.5	1.6	-0.2	-13.2	1.5	-0.4	-0.5	-1.3
Cc1ccc([N+](=O)[O-])cc1S(=O)(=O)Nc1ccc(O)c(Sc2ncn[nH]2)c1	1.1	0.8	2.2	-2.4	4.5	2.9	-0.2	1.1	2.7
Cc1ccc(OCCn2cc(/C(N)=N/O)c3ccccc32)cc1C	-4.2	-8.9	.	-1.3	.	1.7	11.1	0.7	7.2
Cn1c(=O)c2cc(NC(=O)Nc3cccnc3)ccc2n1Cc1ccc(Cl)cc1	3.5	15.3	0.9	1.1	.	.	i	.	4.3
CCc1ccc(NC(=O)N2CCN(C(=O)C3CCCO3)CC2)cc1 (stereo not given)	-1.0	7.0	-2.2	1.1	-4.1	-1.7	-0.1	0.4	3.0
Cc1ccc2c(c1)N(CC(=O)NCc1ccco1)C(=O)C(C(C)C)O2 (stereo not given)	4.3	4.3	-0.1	0.6	-0.1	0.4	-0.3	0.8	7.2
NC(=O)C1CCN(CC(=O)Nc2ccccn2)CC1	-1.4	-12.5	.	0.5	-11.3	3.2	3.7	-0.3	-0.9
COC(=O)c1sccc1NC(=O)CC1C(=O)NCCN1C(=O)c1c(F)cccc1Cl (stereo not given)	-2.8	-7.2	0.1	-0.7	-0.1	1.7	-0.3	-0.4	-2.2
Cn1c(=O)cc(SCC(=O)NCCCN2CCOCC2)c2ccccc21	-4.9	12.5	.	0.4	-6.8	-1.5	-3.7	-1.0	-1.8
CCOc1ccc(S(=O)(=O)NCCC(=O)N(C)Cc2cccs2)cc1	-7.9	-1.6	-0.4	-0.4	-4.2	.	-1.2	0.4	4.0
CS(=O)(=O)c1ccc(-c2csc(C(O)(c3ccccc3)C(F)(F)F)n2)cc1 (stereo not given)	-6.0	1.6	2.1	-0.8	.	.	-0.7	.	18.7
O=C(N/N=C/c1ccc(F)cc1)c1cc(-c2ccco2)nc2ccccc12	-6.8	-1.9	.	-0.8	.	-1.2	i	-0.7	3.6
CCOc1ccc(NC(=O)n2ncc3c(C)cccc32)cc1	-5.1	-2.6	-0.5	-0.4	2.0	-0.1	-0.5	.	-0.3
COCc1cc(Sc2ccc(OC)cc2)nc(-c2ccccc2)n1	-2.4	-12.6	9.7	-0.8	-23.4	0.6	i	-0.6	2.7
CN(C(=O)c1cccc(NC(=O)Cc2ccc(NC(=O)C3CCCN(C(=O)C4CCC4)C3)cc2)c1)C1CCCC1 (stereo not given)	-3.6	30.6	-6.7	0.0	-5.0	.	i	-0.4	2.3
CCN(CC)C(=O)c1sc(NC(=O)c2ccoc2C)c(C(=O)OC)c1C	-3.9	6.3	.	-0.4	-13.5	-5.1	-0.5	1.4	1.1
CC(C)c1nccn1S(=O)(=O)c1cccc([N+](=O)[O-])c1	-1.3	2.8	.	-1.3	-8.0&-7.5	1.0	-0.4	-1.2	-6.6
O=C(O)CCC(=O)Nc1ccc(Oc2ncnc3cc(Cl)ccc23)nc1	?	-8.9	-0.1	8.9	-4.9	3.0	-0.4	.	-1.3
CSc1sccc1/C=N/O	0.1	-3.6	0.1	0.3	i	-7.5	-0.4	-1.9	-1.8
Cn1c(=O)c2c(nc(CN3CCN(c4cccc(Cl)c4)CC3)n2CCc2ccccc2)n(C)c1=O	2.3	18.8	.	-0.3	9.5	-1.0	-6.2	2.6	-0.7
Cc1nn(C)c(C)c1C1C(C#N)=C(N)OC2=C1C(=O)CC(C)(C)C2 (stereo not given)	1.6	-1.4	-1.2	-0.4	-5.8	0.5	-0.6	-0.7	-4.2
CC1(C)CC2CC(C)(CN2S(=O)(=O)c2ccc(N)cc2)C1 (stereo not given)	-6.1	9.6	.	0.2	-10.7	-8.3	-0.3	0.1	2.8
COc1ccc(N(C(=O)c2csnn2)C(C(=O)NC2CCCC2)c2cccs2)cc1 (stereo not given)	-0.3	7.9	0.8	-1.2	-9.0	-4.8	-0.3	-0.2	-0.8
CN(C)S(=O)(=O)c1ccc(C(=O)OCC(=O)NC(=O)NCc2ccccc2)cc1	2.3	20.8	.	0.7	-10.3	-2.3	i	4.8	-1.1
CC(=O)Nc1cccc(N/C(N)=N/c2nc(C)cc(C)n2)c1	1.0	-5.7	1.6	0.2	.	0.6	-0.2	-0.4	5.2
